M1AAP inhibition: P. falciparum M1AAP inhibitors, biochemical, fluorogenic H-Leu-NHMec substrate, 1536-well (AID 1445). inhibition, % at 30 µM, or IC50 in µM where a hit was titrated. recombinant M1AAP, H-Leu-NHMec fluorogenic kinetic assay; higher % means a stronger effect. 220,000 compounds, 0.42% hits;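 active means primary inhibition above the hit cutoff, then over 50% inhibition at one or more dose response concentrations, cut at about 23% in these data, passing the limit was not always enough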;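 further: plate controls were DMSO full reaction for no effect and no enzyme background for full effect; strong numbers were not always called active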
Autophagy mod: alters autophagy in cells | MEF GFP-LC3 puncta imaging; test concentration mostly 10 µM | calls only at 10 µM (by protocol) | 190,000 compounds, 0.98% hits;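 active means percentage of spot-positive cells more than 3 SD above its plate mean, without a fluorescence outlier flag or 80% toxicity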;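 further: spot-positive cell cutoff set from DMSO-treated cells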
K1F lysis inhibition: protection from phage-mediated lysis, alamar blue read-out – E. coli UTI89, K1F phage, bacterial capsule biogenesis inhibitors (AID 488966) | E. coli UTI89 K1F phage lysis, alamar blue, 2 h; higher % means a stronger effect | inhibition, % at 100 µM, or IC50 in µM where a hit was titrated | 340,000 compounds, 0.02% hits;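 active means phage lysis inhibition, versus mean bacterial control, above a set limit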;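 further: capsule biogenesis inhibitors block K1F phage lysis so surviving cells raise fluorescence; higher fluorescence means more inhibition of phage lysis; actives were called in the ten point dose series up to 300 µM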
b-catenin transl: modulators of beta-catenin nuclear translocation. HeLa beta-catenin nuclear translocation, immunofluorescence imaging. AID 1665. nuclear translocation activity, % at 5 µM. 190,000 compounds, 0.3% hits;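 active means nuclear translocation activity above 50% at 5 µM, with a well cell count of 50 or more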;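 further: per-cell ratio of nuclear to cytoplasmic median beta-catenin stain intensity; plate controls were DMSO negative control for no effect and GSK-3 inhibitor IX positive control for full effect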
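assay system = human HeLa cells, endogenous beta-catenin | times = compound treatment 24 h, 37°C, 5% CO2 | detection = Anti-beta-catenin immunofluorescence on PFA-fixed, Triton-permeabilized cells, DAPI nuclei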
M17LAP inhibition: P. falciparum M17LAP inhibitors, primary screen, biochemical, fluorogenic H-Leu-NHMec substrate, 1536-well (AID 1619); recombinant M17LAP, H-Leu-NHMec fluorogenic kinetic assay; higher % means a stronger effect; one-dose inhibition, % at 30 µM; IC50 in µM for titrated hits; 220,000 compounds, 0.38% hits;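 active means compound inhibiting the enzyme by more than half at any dose during confirmatory dose-response retesting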;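 further: plate controls were full reaction with DMSO carrier for no effect and no enzyme background for full effect; strong numbers were not always called active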
Dynein cargo inh: dynein cargo transport inhibition | AID 1381 | 3617.4 mouse cells, GR-EGFP nuclear translocation imaging; test concentration mostly 20 µM; stimulated with dexamethasone, 1 µM; stronger effect = lower value | 220,000 compounds, 0.47% hits | z-score, hits read low;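 active means plate z-score of nuclear minus cytoplasmic receptor signal below a set negative limit, without overly bright fluorescence or cell loss, cut at about -3.5 in these data, passing the limit was not always enough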;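 further: z-score of nuclear minus cytoplasmic ring GR-EGFP intensity difference per well; some compounds called inactive have numbers as strong as hits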
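Buffer or medium: tet-free medium with charcoal-stripped serum / Also added: dexamethasone agonist, 1.0 µM final, for 30 min / Timing: induction 48 h, compound 1 h, agonist 30 min / Measured by: high-content fluorescence imaging after fixation / Read-out: nuclear-to-cytoplasmic GR-EGFP distribution per well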
MT stabilizer: microtubule stabilization, imaging screen | % tubulin-high responders, % at 10 µM | 200,000 compounds, 0.83% hits | AID 2205 | HeLa tubulin immunostaining HCS, 24 h; share of cells brighter than vehicle mean+2SD;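 active means plate Z-score above 3 for both tubulin-high and condensed-nucleus cell shares, with cell loss under 80%, at 10 µM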;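 further: anti alpha tubulin signal scored within the nucleus-defined area of each cell; some results filed as inactive read as strong as hits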
Ins promoter up: MIN6 insulin promoter up-regulation. MIN6 insulin promoter-GFP reporter, high-content imaging; stronger effect = higher value. z-score at 5 µM. 190,000 compounds, 0.3% hits;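 active means z-score above 3 at 5 µM with at least 500 cells counted in the well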
CSM14.1 death rescue: rescue of cells from ER stress-induced death, primary screen, 384-well, CSM14.1, thapsigargin, ATP luminescence (AID 1222) | CSM14.1 thapsigargin-induced death rescue, ATP luminescence; higher % means a stronger effect | one-dose cellular ATP content (survival), % at 20 µM; EC50 in µM for titrated hits | 190,000 tested, under 10 active;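 active means EC50 below 50 µM in the dose-response confirmation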;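 further: death triggered by thapsigargin at about 15 µM added after 2 h compound pretreatment; cell ATP read after overnight thapsigargin exposure of roughly 18 to 22 hours; normalized against plate controls of thapsigargin alone and 5% DMSO vehicle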
Dynein cargo inh cytoplasmic EGFP: also measured in Dynein cargo inh; calls as there; z-score; measured here: cytoplasmic GR-EGFP intensity; stronger effect = higher value
Dynein cargo inh nuclear GR-EGFP: further read-out of Dynein cargo inh, marked with its call; z-score; measured here: nuclear GR-EGFP intensity;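 lower value marks the stronger effect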
Dynein cargo inh cell count: also measured in Dynein cargo inh; calls as there; z-score; measured here: cell count per field
Ins promoter up cell count: recorded beside Ins promoter up, whose call it bears; cell count; measured here: cytotoxicity, nuclei count;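 total cells summed across four imaged fields per well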
b-catenin transl cell count 5 µM: recorded beside b-catenin transl, whose call it bears; cell count; measured here: cell count, cytotoxicity flag
MT stabilizer Hoechst-high %: recorded beside MT stabilizer, whose call it bears; % Hoechst-high responders; measured here: nuclear condensation Hoechst responders;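 share of cells brighter than vehicle mean plus two SD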
MT stabilizer cytotoxicity %: also measured in MT stabilizer; calls as there; toxicity, %; measured here: cytotoxicity by cell density;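 0% = mean cell density of plate MIN control wells and 100% = no cells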
Autophagy mod cell loss 18 h: further read-out of Autophagy mod, marked with its call; toxicity, %; measured here: cell loss, nuclei count;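 cell loss after 18 h compound exposure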
* hit, by the source's call; i = inactive; · = no result given; [ ] = another dose, or the depositor's remark.

SMILES	M1AAP inhibition	Autophagy mod	Autophagy mod cell loss 18 h	K1F lysis inhibition	b-catenin transl	b-catenin transl cell count 5 µM	M17LAP inhibition	Dynein cargo inh	Dynein cargo inh cytoplasmic EGFP	Dynein cargo inh nuclear GR-EGFP	Dynein cargo inh cell count	MT stabilizer	MT stabilizer Hoechst-high %	MT stabilizer cytotoxicity %	Ins promoter up	Ins promoter up cell count	CSM14.1 death rescue
O=C(C1=C[C@@H](c2ccc(Br)cc2)C[C@@H](OCc2ccc(CO)cc2)O1)N1CCOCC1	3%	i	12	-0.3%	-0.7	1132	0%	0.19	-0.082	0.54	-0.42	3.7	1.3	6.7	1.1	1489	-2.1%
Cc1cc(C)c(NC(=O)C2CCCN2CCOC(=O)c2ccccc2)c(C)c1 (stereo unspecified)	3%	i	1	-0.1%	-2.0	569	4%	-0.34	-0.25	-0.27	0.91	2.6	2.6	2.8	-0.13	1360	-1.9%
Cc1ccc(O)c(CO)n1	6%	·	·	-0.5%[50 µM]	-0.6	1403	0%	-0.66	-0.074	-0.34	0.6	·	·	·	-0.71	1457	·
COCCNC(=O)CSc1ccccc1C(=O)O	-1%	i	-3	0.2%	-3.2	1099	-3%	0.55	-0.32	0.52	-0.098	2.1	2.6	11	-0.03	1572	-1.4%
COc1cc([N+](=O)[O-])cc(CN2CCCCC2)c1O	10%	i	-37	1.6%	1.1	772	-3%	-0.13	-0.22	0.32	1.4	2.1	1.0	7.6	0.39	1435	-2.4%
Cc1cc(C(=O)COC(=O)CNC(=O)c2ccco2)c(C)n1Cc1ccco1	-4%	i	10	6.3%	0.4	1015	7%	0.79	-0.049	0.41	-1.1	8.8	2.0	4.0	-0.74	1250	-0.9%
Cc1ccc(CN2CCN(Cc3ccccc3-c3ccco3)CC2CCO)o1 (stereo unspecified)	·	i	-26	0.2%	-0.8	1035	·	2	0.4	2	-1.8	1.5	0.5	6.2	-1.1	1456	-1.4%
CC(=O)NC(Cc1ccccc1)C(=O)N1CCN(C(=O)c2cccs2)CC1 (stereo unspecified)	8%	i	5	1.7%	0.4	1159	2%	-0.95	-0.24	-0.58	0.52	2.9	2.3	7.3	-0.66	1278	-2.5%
Cc1ccc(Cn2cnc3c(cnn3C(C)(C)C)c2=O)cc1	0%	i	1	0.0%	-1.3	1114	-5%	0.12	-0.26	0.16	0.48	4.3	2.1	6.8	·	·	-2.2%
Cc1nc2sc(C)c(C)c2c(=O)o1	2%	i	-4	-2.2%	3.6	1053	-1%	0.51	-0.21	0.18	0.29	3.7	2.8	7.5	0.12	1353	3.8%
O=C(CCC(=O)Nc1ccc(F)cc1)N/N=C/c1ccncc1	0%	i	29	0.2%	0.0	1052	12%	-0.17	-0.32	0.033	0.17	7.8	1.6	6.5	-0.57	1217	1.0%
CCN(CC)CCNC(=O)c1ccc(NC(=O)COc2ccccc2F)cc1	2%	i	16	-0.1%	1.2	1055	4%	-0.67	-0.26	-0.58	0.5	1.6	1.3	7.7	0.77	1252	-1.1%
Cc1cc(C)nc(NCCC(=O)O)n1	2%	i	-3	-0.3%	-4.2	1077	8%	-1.3	-0.35	-0.68	1.2	1.6	2.8	2.4	-0.23	1628	0.7%
S=C(NC1CCCC1)NN1CCOCC1	1%	i	9	-0.2%	0.0	938	-7%	-0.6	-0.29	-0.2	0.6	1.3	1.8	8.3	0.52	1590	-1.1%
CCOC(=O)C1CN(S(=O)(=O)c2ccc(C)cc2)CCN1S(=O)(=O)c1ccc(C)cc1 (stereo unspecified)	7%	i	0	-0.4%	-0.7	1107	1%	2.6	-0.18	1.5	-1.6	3.8	2.2	0.1	-1.1	1355	1.7%
Cc1cc(C)nc(N/N=C/c2cccc(Cl)c2)n1	1%	i	-7	0.4%	0.0	1122	0%	0.24	-0.18	0.38	-0.84	4.4	2.6	9.4	-0.36	1333	-0.9%
CC(=O)Nc1ccc(NC(=O)c2ccccc2C)cc1	2%	i	3	-1.1%	-1.6	1158	-4%	0.18	-0.23	-0.028	-0.074	1.1	1.3	5.5	1.2	797	0.8%
CCOCCCn1c(C)nc2c(c1=O)c1nc3ccccc3nc1n2-c1ccc(C)cc1	10%	i	11	-1.6%	-4.6	815	3%	2.2	-0.23	0.75	0.2	6.9	1.4	3.8	-0.36	963	-1.2%
Nc1ccc(Nc2ccccc2)cc1	-6%	i	23	-0.2%	·	·	0%	0.34	-0.16	0.039	-0.21	3.6	2.0	3.5	·	·	5.3%
Cc1cccc(N2CCN(C(=O)CCS(=O)(=O)c3ccc(Br)cc3)CC2C)c1 (stereo unspecified)	-1%	i	-1	0.0%	-1.8	1186	5%	-0.46	-0.17	-0.52	0.59	2.6	2.2	5.1	0.37	1090	-2.1%
COCCN1C(=O)/C(=C/c2cc3c(cc2Br)OCO3)NC1=S	11%	i	9	-2.2%	-1.7	1066	8%	-0.39	-0.14	-0.24	0.079	3.4	1.6	7.4	·	·	-0.5%
O=C(c1cccc(Cl)c1)N1CCN(c2ccccn2)CC1	8%	i	-3	-0.7%	·	·	-4%	-0.1	0.33	0.098	0.38	0.8	1.3	3.6	0.91	1254	-1.5%
Cn1c(CCN2CCCCC2)nc2cc(NS(=O)(=O)c3ccc(F)cc3)ccc21	8%	i	8	-0.3%	-4.3	934	0%	-0.86	-0.16	-0.33	0.33	2.6	3.6	11	-0.08	1093	-0.1%
CS(=O)(=O)N(CC(=O)Nc1ccccc1Sc1ccccc1)c1cccc(Br)c1	-1%	i	-1	-0.4%	-4.7	1123	6%	-0.97	-0.16	-0.71	1.2	0.9	1.4	10	-0.51	1933	-3.2%
Cc1ccc(C(C)(C)C)cc1S(=O)(=O)NC(=O)c1ccccc1	0%	i	7	0.2%	-2.1	1026	8%	0.35	-0.26	0.29	-0.33	1.4	1.7	0.5	-0.8	1500	-1.0%
O=c1[nH]c2cc3c(cc2cc1CN(CCc1ccccc1)Cc1nnnn1CC1CCCO1)OCO3 (stereo unspecified)	2%	i	-10	-0.5%	0.2	1070	-22%	0.21	1.1	0.12	0.46	2.0	1.5	8.6	1.1	956	-0.1%
O=C(/C=C/c1ccc(Br)o1)OCc1ccccc1	2%	i	5	-0.2%	0.1	1159	12%	-0.6	-0.33	-0.22	0.93	0.7	1.0	4.9	0.22	932	-2.1%
CC(C)(C)c1ccc(-c2nc3c(C#N)c(-c4ccc5c(c4)OCO5)ccn3n2)cc1	1%	i	2	0.8%	-4.6	1118	2%	·	·	·	·	1.4	2.0	12	-0.26	1881	-2.8%
Cc1[nH][nH]c(=O)c1C(c1ccc(-c2cccc(C(=O)O)c2)o1)c1c(C)[nH][nH]c1=O	·	i	6	-1.3%	2.6	979	·	-0.12	-0.25	0.32	0.038	1.6	1.4	12	-0.48	1455	1.3%
Cc1ccc(C(=O)Nc2ccc3cn[nH]c3c2)cc1S(=O)(=O)N1CCCCC1	3%	i	-2	-0.5%	-3.7	1120	5%	0.75	0.19	0.39	-0.52	2.0	2.3	10	-0.13	773	-3.9%
Cc1ccc(O)c(-c2cc(C(=O)NCc3ccc4c(c3)OCO4)[nH]n2)c1	1%	i	21	1.6%[50 µM]	-3.9	597	-8%	0.66	-0.13	1.7	-1.2	1.9	3.1	7.4	0.2	1090	-3.7%
CN(C)CCCNC1CS(=O)(=O)CC1O (stereo unspecified)	10%	i	8	-0.5%	-2.3	1100	0%	0.48	-0.22	0.22	-0.19	3.4	1.8	6.3	1.3	736	-1.1%
O=C1C(C2=NC(c3ccccn3)C3C(=O)N(c4ccc(Cl)cc4Cl)C(=O)C23)=C(O)c2ccccc21 (stereo unspecified)	5%	·	·	0.1%	3.1	1217	4%	-0.52	-0.15	0.23	-0.042	·	·	·	-0.48	1043	·
COc1ccccc1NC(=O)c1cc(OC)c(OC)cc1[N+](=O)[O-]	5%	i	-23	0.5%	-1.0	1170	5%	-0.013	-0.19	0.15	-0.035	3.3	1.6	8.4	-0.34	1272	-7.6%
CCOC(=O)N1CCN(CC(=O)Nc2c(C(=O)OC)[nH]c3cccc(Cl)c23)CC1	8%	i	-9	8.4%	-0.4	1046	7%	0.37	-0.15	0.78	-0.37	2.6	2.2	1.3	0.12	1927	-0.7%
Cc1cc(C)c2c(n1)sc1c(=O)n(-c3ccccc3)c(=O)[nH]c12	8%	i	-7	-0.3%[50 µM]	·	·	-45%	-0.52	-0.26	-0.61	0.83	2.9	2.5	8.7	0.31	1374	0.5%
CCOC(=O)c1c(C)oc2c1c1c(c3ccccc32)OCN(Cc2ccccn2)C1	1%	i	-5	-1.0%	3.7	1252	9%	0.81	-0.075	0.46	-1.3	2.8	1.2	2.2	-0.27	1491	9.6%
Cc1cc(=O)n(-c2ccc3ccccc3n2)[nH]1	4%	i	-3	0.2%	·	·	-5%	0.39	-0.29	0.48	0.86	3.3	3.6	11	0.07	1194	-3.8%

This is a random part of the collection (roughly 2.9% active in at least one column).
